Screening data as filed in PubChem.
GALR2 blocker – antagonists of human galanin receptor 2 (GALR2); O43603; GALR2-expressing cells, antagonist mode; inhibition, % at 4 µM; actives 0.39% (n = 140,000); in the data active means inhibition above about 27%;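 further: cells stimulated with galanin 1-16 at roughly its EC80; 0% = agonist challenge control and 100% = basal control without agonist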
NPY Y2 blocker – antagonists of human neuropeptide Y receptor Y2; AID 793; P49146; actives 0.99% (n = 140,000); inhibition, % at 2.7 µM; NPY-Y2 expressing cells, antagonist mode; in the data active means inhibition above about 17%;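 further: 0% = vehicle with agonist challenge and 100% = reference antagonist with challenge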
Target sequence (P49146 whole entry, looked up): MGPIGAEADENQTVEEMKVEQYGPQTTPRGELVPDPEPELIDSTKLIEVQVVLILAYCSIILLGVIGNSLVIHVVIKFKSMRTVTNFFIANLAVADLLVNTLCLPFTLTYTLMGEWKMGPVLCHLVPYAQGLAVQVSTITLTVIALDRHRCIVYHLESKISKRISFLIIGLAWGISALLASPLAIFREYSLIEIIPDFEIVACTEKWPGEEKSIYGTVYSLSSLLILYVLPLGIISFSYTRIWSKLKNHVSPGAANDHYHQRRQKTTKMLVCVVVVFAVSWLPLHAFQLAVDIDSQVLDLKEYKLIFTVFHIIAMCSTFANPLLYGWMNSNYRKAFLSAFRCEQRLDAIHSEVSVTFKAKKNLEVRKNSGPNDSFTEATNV
Yeast growth inh – reduces growth of yeast BB579 in restrictive medium; AID 804; inhibition, % at 10 µM; actives 0.51% (n = 140,000); S. cerevisiae BB579 growth, OD615, 48 h;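 active means inhibition above a set limit, 3 SD over the mean compound inhibition, cut at about 44% in these data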; further: inactives centre near -24
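System: Saccharomyces cerevisiae DeaD strain BB579, replicative lifespan model yeast | Buffer or medium: Restrictive glucose-based CSMM-D medium | Times: 4 h preincubation and 48 h exposure at 30 °C | Detection: OD615 turbidity measurement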
MRP1 act – MRP-1 activation. H69AR cells + doxorubicin, viability rescue, CellTiter-Glo. viability increase, % at 10 µM. actives 0.61% (n = 140,000). AID 799;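 active means viability gain under doxorubicin at or above a set limit, the compound median plus 3 SD, cut at about 4.7% in these data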;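 further: MRP-1 overexpressing cells given doxorubicin 25 µM after compound pretreatment; 18-22 h compound pretreatment then 72 h with doxorubicin before readout; 0% = doxorubicin-only wells and 100% = vehicle-treated cells without doxorubicin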
HCT116 bCat-KO – beta-catenin-lacking colon tumor cell growth suppression; HCT116 beta-catenin knockout viability, CellTiter-Glo, 60 h; active compounds read low; viability, % at 10 µM; actives 1.5% (n = 140,000);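 active means viability at or under a set limit, the compound median less 4 SD, cut at about 6% in these data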;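 further: 0% = Hyamine 1622 control at 20 µM and 100% = untreated cell control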
Yeast lifespan up – yeast lifespan extension | actives 0.68% (n = 130,000) | S. cerevisiae growth with nicotinamide, OD615; deaD strain in restrictive glucose medium | inhibition of the nicotinamide effect, % at 10 µM;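 active means inhibition above a set limit, placed 3 SD over the median of all compounds, cut at about 26% in these data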;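 further: 0% = nicotinamide-treated wells and 100% = cells grown without nicotinamide; some compounds called inactive have numbers as strong as hits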
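Buffer or medium: CSMM-D glucose medium, restrictive; test system: modified budding yeast, DeaD strain; compound: single dose 10 µM compound, 0.25% DMSO; schedule: culture preincubation 4 h, compound exposure 48 h, both 30 °C; detection: optical density (absorbance) at 615 nm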
E-sel TNF inh – blocks E-selectin expression induced by TNF alpha; HUVEC TNFa-induced E-selectin immunofluorescence, high content; inhibition, % at 2 µM; actives 0.71% (n = 120,000);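 active means inhibition above the batch mean plus 3 SD, and confirmed as a hit on visual image review, cut at about 43% in these data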;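 further: 0% = TNF-stimulated DMSO wells and 100% = unstimulated control wells; not every result past the cut was called active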
HCT116 PTEN-null – suppresses growth of cells with PTEN deletion; HCT116 PTEN-null viability, CellTiter-Glo, 60 h; active compounds read low; viability, % at 10 µM; actives 1.2% (n = 140,000);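 active means viability at or below a set limit, 4 SD under the median of all tested compounds, cut at about 3.7% in these data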;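 further: PTEN knockout HCT116 line with beta catenin targeted HCT116 as companion control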
Phagocytosis inh – inhibitors of macrophage phagocytosis; inhibition, % at 5 µM; J774A.1 macrophage IgG-bead phagocytosis, imaging; actives 0.07% (n = 110,000);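 active means inhibition above the mean of the plate negative controls plus 5 SD, cut at about 13% in these data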;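 further: phagocytic index as fraction of beads internalized from green versus red external bead signal; plate controls were DMSO negative control for no effect and cytochalasin-D positive control for full effect; some results beyond the cut were filed as inactive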
Measles CPE – protection of cells from measles virus. Measles virus-infected cells, CPE protection, absorbance. protection (pct of control), % at 4 µM. actives 1.5% (n = 140,000); in the data active means protection mostly above about 24%, no sharp cut-off; inactive means mostly below about 26%; further: some compounds called inactive have numbers as strong as hits
* = called active by the depositor; x = not tested or not shown; & = joins results of further samples; ! = not active in a repeat. This is a subset. The share of hits here may be higher or lower than overall.

Order of values: GALR2 blocker | Phagocytosis inh | E-sel TNF inh | HCT116 PTEN-null | MRP1 act | HCT116 bCat-KO | Yeast lifespan up | Yeast growth inh | NPY Y2 blocker | Measles CPE
CCCCCCn1c(N)c(C(=O)NCCN2CCOCC2)c2nc3ccccc3nc21
→ -6 | 1 | -24 | 1.4* | -7.8 | 27 | -28 | -16 | 4 | 4
CCN(c1ccc(C(O)(C(=O)OC)C(F)(F)F)cc1)S(=O)(=O)c1ccc(C)cc1 (stereo not drawn)
→ -3 | -1 | -17 | 108 | -0.5 | 98 | -8 | 4 | 5 | 7
CCC(=NCC1CCCO1)c1c(O)n(-c2ccccc2)c(=O)[nH]c1=O (stereo not drawn)
→ -2 | -2 | x | 94 | 0.1 | 89 | -4 | -14 | 2 | 18
CCc1ccc(N2C(=O)NC(=O)C(CCc3ccncc3)(CCc3ccncc3)C2=O)cc1
→ 2 | -5 | x | 91 | -1.7 | 91 | 9 | -11 | 2 | 17
Cc1cccc(-n2c(-c3cccs3)nc3ccccc3c2=O)c1
→ -5 | x | x | 88 | -1.4 | 86 | 1 | -36 | 4 | 8
Cc1cccc(N2CCc3c2nc2ccccc2c3N)c1
→ 31*! | 0&0 | x | 11&35 | -6.1&-3.8 | 11&36 | -24&-8 | -46&-9 | -1&3 | 20&0
CC(=O)OC1(c2ccccc2)CCN(C)C2CCCCC21 (stereo not drawn)
→ 8 | 0 | x | 105 | -2.3 | 91 | 4 | 1 | 6 | 11
Cc1[nH]c2ccccc2c1CCN
→ -2 | x | -3 | 82 | -3.6 | 83 | x | -24 | 2 | 11
CN(C(=O)Oc1ccc([N+](=O)[O-])cc1)c1ccccc1
→ 3 | -9 | x | 100 | 2.3 | 104 | -5 | -1 | 0 | 11
CC(=O)Nc1ccc(S(=O)(=O)NC(CC(=O)N2CCC3(CC2)OCCO3)C(C)C)cc1 (stereo not drawn)
→ 5 | x | -27 | 102 | 0.3 | 98 | 49 | -37 | 1 | 2

Ordered by length of the SMILES (descending): 6 of the compounds above
Order of values: GALR2 blocker | Phagocytosis inh | E-sel TNF inh | HCT116 PTEN-null | MRP1 act | HCT116 bCat-KO | Yeast lifespan up | Yeast growth inh | NPY Y2 blocker | Measles CPE
CC(=O)Nc1ccc(S(=O)(=O)NC(CC(=O)N2CCC3(CC2)OCCO3)C(C)C)cc1 (stereo not drawn)
→ 5 | x | -27 | 102 | 0.3 | 98 | 49 | -37 | 1 | 2
CCc1ccc(N2C(=O)NC(=O)C(CCc3ccncc3)(CCc3ccncc3)C2=O)cc1
→ 2 | -5 | x | 91 | -1.7 | 91 | 9 | -11 | 2 | 17
CN(C(=O)Oc1ccc([N+](=O)[O-])cc1)c1ccccc1
→ 3 | -9 | x | 100 | 2.3 | 104 | -5 | -1 | 0 | 11
Cc1cccc(-n2c(-c3cccs3)nc3ccccc3c2=O)c1
→ -5 | x | x | 88 | -1.4 | 86 | 1 | -36 | 4 | 8
CC(=O)OC1(c2ccccc2)CCN(C)C2CCCCC21 (stereo not drawn)
→ 8 | 0 | x | 105 | -2.3 | 91 | 4 | 1 | 6 | 11
Cc1[nH]c2ccccc2c1CCN
→ -2 | x | -3 | 82 | -3.6 | 83 | x | -24 | 2 | 11

Later entries:
Order of values: GALR2 blocker | Phagocytosis inh | E-sel TNF inh | HCT116 PTEN-null | MRP1 act | HCT116 bCat-KO | Yeast lifespan up | Yeast growth inh | NPY Y2 blocker | Measles CPE
CCCCOc1ccc(CN2CCN(CC)CC2)cc1
→ 0 | 2 | -12 | 101 | -0.6 | 100 | -4 | -3 | 4 | 10
OCCNc1c2c(nc3ccccc13)CCCC2
→ -6 | 0 | 16 | 89 | -3.1 | 92 | -8 | -13 | 5 | 25
CCCC[n+]1cc(/N=C(\[O-])OC)on1
→ 2 | x | x | 106 | 0.3 | 98 | -5 | -56 | 2 | 14
C=CCn1c(O)c(C(C)=NCCc2ccccc2)c(=O)[nH]c1=O
→ -7 | 2 | 6 | 92 | 0.7 | 97 | -9 | -18 | 7 | 24*
CCCCN1C(=O)/C(=C/C=C/c2ccco2)C(=O)NC1=S
→ -10 | -10 | x | 73 | -1.6 | 79 | 25 | -19 | 5 | 19
COc1cc(Br)cc(CN2CCN(C)CC2)c1O
→ -11 | 3 | -34 | 99 | 1.1 | 105 | -10 | -23 | 2 | 25
CCC(=NCCN1CCOCC1)c1c(O)n(-c2ccccc2C)c(=O)[nH]c1=O
→ -2 | 0 | -2 | 97 | -2.1 | 93 | -6 | 1 | 0 | 8
CCCC(C)C1(CC)C(=O)NC(=Nc2ccc(OC)cc2)NC1=O (stereo not drawn)
→ -8 | -3 | x | 85 | 0.5 | 94 | 0 | -13 | -2 | 16
CCCCn1c(O)c(C=NC2CCCCC2N)c(=O)[nH]c1=O (stereo not drawn)
→ 10 | 1 | -4 | 102 | 0.5 | 104 | -12 | 11 | -3 | 0
Cc1ccc(C(=O)n2cc(CCN3CCS(=O)(=O)CC3)c3ccccc32)cc1
→ -7 | x | 13 | 85 | -1.5 | 84 | -11 | -26 | 7 | 19
COc1ccc2c(c1)c(C(=O)CN1CCN(C)CC1)c(C)n2Cc1ccccc1
→ -4 | 0 | -2 | 83 | -3.6 | 82 | -19 | -10 | 16 | 5
Cc1ccc2c(c1)C1CN(C)CCC1N2C(=O)c1ccco1 (stereo not drawn)
→ 10 | 2 | x | 112 | -1.5 | 96 | 16 | -14 | 2 | 9
CNC(=O)OCc1n(C)cc[n+]1C
→ 3 | 0 | 17 | 100 | -0.7 | 88 | -1 | 3 | 2 | 15
Cc1cccnc1-n1c(-c2ccccc2)nc2ccccc2c1=O
→ 7 | x | -17 | 96 | 1.5 | 80 | -9 | -52 | 1 | 4
CN(C)C(=O)NC(O)C(Cl)(Cl)Cl (stereo not drawn)
→ -2 | 0 | 29 | 96 | -0.1 | 87 | -4 | -8 | 2 | 11
CCC(COC(=O)NC)NC(=O)Oc1ccccc1 (stereo not drawn)
→ 7 | 3 | 1 | 93 | -2.6 | 96 | -18 | -26 | -3 | 2
COc1ccc(C(=O)C2CN(C)CC2C(=O)c2ccc(OC)cc2)cc1 (stereo not drawn)
→ -4 | 0 | 14 | 97 | -1.2 | 107 | -8 | -27 | 5 | 15
COc1cc2ccccc2cc1C(=O)Nc1ccc(Cc2ccncc2)cc1
→ -5 | 0 | -8 | 37 | -2.3 | 32 | -13 | -28 | 7 | 16
